Assay outcomes: PubChem, several laboratories
ssDAF-12 act: S. stercoralis DAF-12 nuclear receptor activators, primary screen, cell-based, luminescence, HEK293, GRIP1 co-expression, lit1-tk-luc | AID 652126, 2013 | activation, % at 6.8 µM | HEK293 ssDAF-12/GRIP1 lit1-tk-luc reporter; % of 3 µM dafachronic acid response | 370,000 compounds, 1% hits;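 active means activation above the mean over all tested compounds plus 3 SD, cut at about 0.9% in these data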;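 further: 0% = DMSO-only wells and 100% = 3 µM delta7-dafachronic acid wells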
DAX1 inh-1: DAX1 (NR0B1) inhibitors, primary screen, cell-based, HEK293, Gal4-DAX1, luciferase luminescence. 340,000 compounds, 0.99% hits. HEK293 Gal4-DAX1 luciferase reporter. Nuclear receptor subfamily 0 group B member 1 (Homo sapiens), P51843. inhibition, % at 6.75 µM. AID 504766, 2011;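 active means inhibition above the mean over all tested compounds plus 3 SD, cut at about 4.2% in these data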;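 further: 0% = DAX1-transfected cells with DMSO and 100% = empty-vector control cells with DMSO; inhibition shows as a rise in luminescence from relieved DAX1 repression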
NPR1 activator: GC-A stimulated cGMP production enhancers – HEK293 GC-A cells, cGMP TR-FRET, EC30 ANP, primary screen | Atrial natriuretic peptide receptor 1 (Homo sapiens), P16066 | 0% at EC30 ANP, 100% saturating ANP | activation, % at 10 µM | 370,000 compounds, 0.14% hits | AID 1671463, 2021; in the data active means activation above about 40%
Target sequence (P16066 whole entry, looked up): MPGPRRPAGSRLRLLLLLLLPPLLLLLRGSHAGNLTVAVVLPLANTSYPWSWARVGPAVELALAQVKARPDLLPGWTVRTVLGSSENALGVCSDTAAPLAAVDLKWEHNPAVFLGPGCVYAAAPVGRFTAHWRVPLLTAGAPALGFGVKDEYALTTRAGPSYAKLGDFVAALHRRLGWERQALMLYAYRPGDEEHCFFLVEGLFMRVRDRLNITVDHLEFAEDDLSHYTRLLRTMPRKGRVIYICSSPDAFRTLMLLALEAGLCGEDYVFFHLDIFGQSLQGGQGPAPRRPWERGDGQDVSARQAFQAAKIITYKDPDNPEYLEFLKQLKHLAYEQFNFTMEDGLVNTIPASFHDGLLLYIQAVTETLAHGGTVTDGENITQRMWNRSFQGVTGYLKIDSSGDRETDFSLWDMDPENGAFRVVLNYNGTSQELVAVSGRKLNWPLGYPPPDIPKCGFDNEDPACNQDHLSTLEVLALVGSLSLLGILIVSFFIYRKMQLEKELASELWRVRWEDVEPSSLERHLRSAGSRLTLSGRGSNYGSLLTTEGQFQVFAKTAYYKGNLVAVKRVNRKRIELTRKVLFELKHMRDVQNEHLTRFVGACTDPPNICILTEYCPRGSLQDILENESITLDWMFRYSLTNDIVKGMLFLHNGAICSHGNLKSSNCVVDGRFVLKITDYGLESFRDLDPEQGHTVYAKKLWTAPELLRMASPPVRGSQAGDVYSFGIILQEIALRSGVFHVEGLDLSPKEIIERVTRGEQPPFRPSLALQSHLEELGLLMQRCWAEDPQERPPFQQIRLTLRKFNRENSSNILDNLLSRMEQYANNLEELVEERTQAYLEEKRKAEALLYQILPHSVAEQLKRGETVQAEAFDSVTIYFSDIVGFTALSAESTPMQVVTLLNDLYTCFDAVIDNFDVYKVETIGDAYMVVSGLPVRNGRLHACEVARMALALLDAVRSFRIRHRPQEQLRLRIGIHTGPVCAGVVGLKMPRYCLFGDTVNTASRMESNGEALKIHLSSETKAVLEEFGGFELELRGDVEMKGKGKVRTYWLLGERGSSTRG
DAX1 inh-2: DAX1 (NR0B1) inhibitors on StAR promoter, primary screen, cell-based, luminescence, SF-1 (NR5A1), full-length DAX-1; HEK293T StAR-luciferase reporter, SF-1/DAX-1 repression relief; inhibition, % at 6.8 µM; 370,000 compounds, 1.1% hits; AID 652010, 2013;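 active means inhibition above the mean over all tested compounds plus 3 SD, cut at about 3.6% in these data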;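 further: 0% = DAX-1 cells with DMSO and 100% = cells lacking DAX-1 with DMSO; higher inhibition means more luminescence from relief of DAX-1 repression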
ADAM10 inh: human ADAM10 inhibitors, primary screen, biochemical, QFRET, HTS. Disintegrin and metalloproteinase domain-containing protein 10 (Homo sapiens), O14672. recombinant ADAM10, EDANS/DABCYL FRET peptide cleavage, 3 h. inhibition, % at 7 µM. 370,000 compounds, 0.62% hits;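 active means inhibition above a per-campaign cutoff equal to the mean of compounds falling between control-based bounds plus 3 SD, cut at about 20% in these data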;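 further: 0% = DMSO wells while the 100% control is not disclosed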
PG9 binder: binders of HIV-1 gp120 antibody PG9, primary screen, biochemical, TR-FRET; HIV-1 gp120 / PG9 antibody interaction; TR-FRET gp120-PG9 antibody binding; inhibition, % at 6.7 µM; 360,000 compounds, 0.43% hits; AID 624416, 2012; in the data active means inhibition above about 8.5%
hcDAF12 agonist: H. contortus DAF-12 nuclear receptor activators, primary screen, cell-based, luminescence, HEK293, lit1-tk-luc reporter | 370,000 compounds, 1.4% hits | HEK293 hcDAF-12 lit1-tk-luc reporter; 0% DMSO, 100% Δ7-dafachronic acid | activation, % at 6.8 µM;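 active means activation above the mean of all tested compounds plus 3 SD, cut at about 5.5% in these data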;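 further: 100% = response to 3 µM Δ7-dafachronic acid high control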
GAA850 FXN act: FXN promoter activators, primary screen, cell-based, luciferase luminescence, HEK293 lucGAA850 | HEK293 lucGAA850 FXN promoter luciferase reporter, 24 h; percent of 10 µM SAHA response | AID 540364, 2011 | 360,000 compounds, 0.56% hits | activation, % at 6 µM;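 active means activation above the average of all compounds screened plus 3 SD, cutoff fixed separately per campaign, cut at about 7.5% in these data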;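 further: 0% = DMSO wells and 100% = 10 µM SAHA wells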
ADAM17 inh: ADAM17 inhibitors, primary screen, biochemical, QFRET. Disintegrin and metalloproteinase domain-containing protein 17 (Homo sapiens), P78536. recombinant ADAM17, EDANS/DABCYL FRET peptide cleavage. inhibition, % at 6.95 µM. 370,000 compounds, 0.83% hits. AID 720648, 2013;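 active means inhibition above the mean of compounds lying between control limits plus 3 SD, set per campaign, cut at about 8.5% in these data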;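 further: 0% = DMSO-only wells as the low control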
SMARCA2 act: SMARCA2 (BRM) function activators, primary screen, cell-based, luminescence, high throughput; MG213 cells, MMTV-luciferase reporter, dexamethasone, overnight; activation, % at 9.1 µM; 370,000 compounds, 1% hits; AID 652017, 2013; in the data active means activation above about 7.8%;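 further: 0% = vehicle wells and 100% = reference activator wells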
hgDAF12 agonist: H. glycines DAF-12 receptor agonists, primary screen, cell-based, luminescence, HEK293, GAL4 fusion, UAS-luciferase | 370,000 compounds, 1.8% hits | AID 687014, 2013 | Nuclear hormone receptor DAF-12 (Heterodera glycines), GAL4 fusion | activation, % at 6.8 µM | HEK293 GAL4-hgDAF12 UAS-luciferase reporter, agonist luminescence; normalized to butyrate control;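 active means activation above a cutoff set at the mean of all screened compounds plus 3 SD, cut at about 10% in these data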;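 further: 0% = DMSO wells and 100% = sodium butyrate wells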
Starred values were filed as active, the others as inactive; nt = no result given. Outcome played no part in choosing rows; about 6.8% have a hit in one of these screens.

SMILES	ssDAF-12 act	DAX1 inh-1	NPR1 activator	DAX1 inh-2	ADAM10 inh	PG9 binder	hcDAF12 agonist	GAA850 FXN act	ADAM17 inh	SMARCA2 act	hgDAF12 agonist
COc1cc(/C=C2\SC(=S)N(CCC(=O)Nc3cccc(O)c3)C2=O)cc(OC)c1OC	-1.9	-2.1	5	-0.4	21*	-1.9	-2.7	0.8	6	-4	1.6
Cc1cc(C)n2nc(SC(C)C(=O)N3CCCC3)nc2n1 (stereo not given)	-1.0	0.6	2	0.8	7	-1.7	-0.6	1.3	-9	-2	0.6
CN(CC(=O)Nc1ccc(F)c(F)c1F)C(=O)C1=NN(c2ccccc2)C(=O)CC1	-0.6	-0.6	-2	0.6	-9	-0.2	1.7	1.1	-2	0	-1.0
CC(C)(C)c1oc(C(=O)O)cc1CN1CCOCC1	-1.2	0.2	0	-0.2	3	-2.9	-1.1	1.5	2	-2	-1.5
CCOC(=O)c1[nH]c2ccccc2c1NC(=O)c1ccc(Br)o1	-2.1	-1.7	0	-1.3	3	1.2	0.7	-4.4	1	-4	-3.5
Cc1ccc([C@@H]2CC=C(C(=O)O)[C@H](c3ccccc3)N2S(=O)(=O)c2ccc(C)cc2)cc1	-0.9	-1.1	-1	0.7	2	-0.4	0.3	0.2	-5	-1	-1.3
CCCCCCCCN1[C@@H](CC(=O)OC)c2cc(F)ccc2S1(=O)=O	-1.6	-0.5	2	-0.7	12	0.3	-1.7	0.0	6	0	-2.1
O=C(c1ccc(-c2nnc(Nc3ccccc3)c3ccccc23)cc1)N1C[C@H]2C[C@H](C1)c1cccc(=O)n1C2	-1.2	-0.8	1	-0.9	1	-0.7	0.2	-2.4	1	1	-1.6
COc1ccc(OC)c(-n2nnnc2SCC(=O)O)c1	-1.2	-1.7	-1	-0.4	-2	-1.1	0.2	1.0	-2	-3	0.2
CCOc1ccc(NS(=O)(=O)c2ccc3[nH]cc(C(=O)N(CC)CC)c(=O)c3c2)cc1	-1.4	1.5	-3	-0.4	-1	3.0	-1.2	-2.2	-2	-2	-1.3
O=C(CN1C(=O)/C(=C/c2ccccc2)SC1=S)NC1CCS(=O)(=O)C1 (stereo not given)	-1.2	-0.5	-7	-0.2	5	-2.0	-0.6	0.0	1	-2	0.3
Cc1ccc(OCC(=O)N2CCN(c3nnc(-c4ccccc4)c4ccccc34)CC2)cc1	-2.2	-3.6	-7	-1.7	9	0.1	-3.3	-3.2	2	-4	-4.9
CCC(=O)c1cn(CC(=O)Nc2ccc(F)cc2)c2ccccc12	-1.2	0.2	-3	-0.2	7	-4.4	1.9	0.4	3	1	-0.6
O=C1NC(=S)N/C1=C/c1cc2c(cc1[N+](=O)[O-])OCO2	-1.0	0.5	-5	-1.0	1	-3.3	-1.3	1.2	-3	11*	-2.9
CN(C)/C=C(\C#N)c1nc2ccccc2[nH]1	-0.4	0.1	-1	0.1	-4	0.2	-0.8	-1.5	-1	0	2.4
CCn1c(SCc2ccccc2)nnc1-c1cccs1	-1.5	0.1	-4	-1.2	-4	1.6	-2.9	-0.4	-6	-4	2.2
COc1ccc(NC(=O)N(C)C[C@H]2Oc3c(NC(=O)Nc4ccc(C(F)(F)F)cc4)cccc3C(=O)N([C@H](C)CO)C[C@@H]2C)cc1	-1.8	-2.3	3	-0.9	19	-0.6	-2.3	-7.0	9.9*	-1	-1.5
CCOc1ccccc1NC(=O)c1sc2ncn(CC(=O)N3CCOCC3)c(=O)c2c1C	-1.3	1.2	5	0.1	-5	-0.4	-0.6	1.3	-4	-3	-0.8
COc1ccc(CCNC(=O)C2CCN(S(=O)(=O)c3cccs3)CC2)cc1OC	-1.1	1.2	1	-0.5	-1	-1.6	-1.0	2.3	6	-4	-3.7
COc1ccc(C(=O)Cn2nnc(-c3ccccc3-n3cnnn3)n2)cc1	-0.7	-0.8	2	0.1	4	0.5	-0.9	2.4	-4	-3	-1.4
COc1cc(NC(=S)N2CCN(c3ccccn3)CC2)cc(OC)c1OC	-2.0	1.7	0	-0.7	-9	1.0	0.3	-0.5	1	0	-2.5
COCCNC(=O)c1ccccc1NC(=O)c1ccccc1N(C)S(=O)(=O)c1ccccc1	-0.9	1.9	-1	-0.5	1	0.5	-1.2	6.6	1	2	-2.0
Cc1ccc(/C=C/C(=O)Nc2ncc(C)s2)o1	0.0	1.7	-2	2.9	-11	0.1	7.2*	7.2	-4	8	9.0
COCCNC(=O)/C(C#N)=C/c1cccc(OCc2ccccc2)c1	-2.2	-1.9	nt	0.4	-8	1.5	2.6	1.0	-5	0	1.7
COc1cc([N+](=O)[O-])ccc1NC(=O)NCCCN1CCCC1=O	-1.6	0.9	0	-1.6	-1	-0.6	-3.2	-0.6	2	4	0.5

Continued.
SMILES	ssDAF-12 act	DAX1 inh-1	NPR1 activator	DAX1 inh-2	ADAM10 inh	PG9 binder	hcDAF12 agonist	GAA850 FXN act	ADAM17 inh	SMARCA2 act	hgDAF12 agonist
O=C(COC(=O)c1ccccc1O)Nc1ccc(S(=O)(=O)N2CCCCC2)cc1	-1.8	0.4	-3	-0.6	6	-0.3	-0.7	-0.7	1	0	-2.4
Cc1ccc(NC(=O)c2ccc3c(c2)C(=O)N(Cc2cccnc2)C3=O)c(C)c1	-1.5	0.2	2	0.1	-3	0.2	-1.0	1.1	-3	-1	0.4
O=C(NCc1ccco1)c1csc(Nc2ccccc2Cl)n1	-0.8	-0.6	-13	-1.6	-3	-1.4	-0.6	4.1	-2	-2	0.3
CC1Cc2ccccc2N1C(=O)CSc1nncn1C (stereo not given)	-1.5	-0.3	4	-0.4	1	-2.8	-1.7	0.3	0	1	-1.6
CC(C)[C@H](NC(=O)OC(C)(C)C)C(=O)N1CCC(Oc2cccnc2)CC1	-1.3	nt	3	0.7	5	nt	-0.4	nt	-1	1	7.7
CC(C)n1ncc2c(C(=O)Nc3ccccc3SCC(N)=O)cc(C3CC3)nc21	-1.9	-0.7	12	-2.3	0	0.4	-0.7	1.4	1	1	-2.5
COc1cc(/C=C/C(=O)N2c3ccccc3Sc3ccc(C(F)(F)F)cc32)cc(OC)c1OC	-1.0	0.5	0	-0.3	-2	-0.6	-0.9	-0.9	-1	2	-1.4
Cc1ccc(N)c(C(=O)CCCCC(=O)O)c1	-1.5	-1.4	-2	-0.3	-7	-0.1	-2.3	-1.0	-1	4	2.9
Cc1ccc(C)c(NC(=O)C(Sc2nncn2C)c2ccccc2)c1 (stereo not given)	-0.9	0.1	1	0.8	-1	-0.3	1.3	2.4	-2	-2	3.2
CCCS(=O)(=O)N1CCCC(C(=O)NCC(OC)OC)C1 (stereo not given)	-1.2	2.0	1	-0.1	1	-0.7	-0.3	0.2	3	1	-2.9
CN(C)/C=C(\C#N)C(=O)N/N=C/c1ccc(Cl)cc1	-0.2	0.8	3	0.8	9	-1.4	0.7	-0.1	0	0	0.7
Cc1nnc(SCC(=O)N2CCN(S(=O)(=O)c3ccccc3)CC2)[nH]c1=O	-1.1	-1.0	10	0.0	-5	0.2	0.0	-1.4	-6	1	-1.1
Cc1ccc(-c2nc(CSCC(=O)NCCCN3CCOCC3)c(C)o2)cc1	-1.0	0.8	0	-0.1	-2	1.5	0.8	1.7	-2	-5	-2.1
O=C(COC(=O)/C=C/c1cc(Br)ccc1F)NC1CC1	-0.5	-1.1	-1	-0.1	-1	-2.0	-0.8	2.0	-2	-2	-0.2
CC(=O)Oc1c(C(=O)c2nnc(C)o2)c(=O)n(Cc2ccccc2)c2ccccc12	-1.9	0.2	-1	-0.5	-3	-2.9	-0.6	-3.1	-2	-1	-0.7
CCOc1cc(CN2CCSCC2)ccc1O	-1.2	0.5	4	-0.5	-4	2.3	-1.6	0.9	-2	2	-1.0
COc1cccc(CSc2nc(N)cc(N)n2)c1	-1.5	0.5	-2	0.1	5	0.6	1.7	-0.9	-1	-4	0.1
O=C1CC(C(=O)N2CCOCC2)C2(CCCCC2)O1 (stereo not given)	-1.3	0.6	6	0.6	-3	0.1	-1.4	0.1	1	1	-0.9
COc1ccc(Cn2c(=O)c3[nH]cnc3n(-c3ccc(C)cc3)c2=O)cc1	-1.9	-3.0	7	0.8	3	0.3	-3.2	1.5	-4	-2	-1.4
COc1ccc(Nc2c(CC(C)C)nc3nc(C)cc(C)n23)cc1	-1.5	nt	1	-0.2	-3	-3.1	-1.6	nt	2	-3	-1.3
O=C(Nc1ccc(F)cc1)c1ccc(COc2ccccc2)cc1	-1.0	1.1	7	0.5	-3	9.6*	1.4	0.3	2	2	0.6
C[C@H](CO)N1C[C@H](C)[C@@H](CN(C)Cc2ccncc2)Oc2ncc(Br)cc2C1=O	-1.6	0.1	2	-1.3	-12	-0.3	-1.6	-0.9	-5	0	-1.0
Cn1c(CSCc2ccc(Cl)c(Cl)c2)nnc1SCC(=O)Nc1nccs1	-1.0	0.4	-14	-0.2	-6	1.0	-0.3	-3.1	-3	-3	-0.9
COC(=O)C1=C(C)NC2=C(C(=O)CCC2)C1c1cn(Cc2ccc(Cl)cc2Cl)nc1-c1ccccc1 (stereo not given)	-1.5	0.8	-35	-0.8	-384	-0.5	-2.2	5.3	-128	2	-2.9
C[C@H](CO)N1C[C@H](C)[C@@H](CN(C)S(C)(=O)=O)Oc2ccc(NC(=O)CCC(F)(F)F)cc2C1=O	-0.4	-0.7	1	0.5	9	-0.5	-0.6	0.4	6	-1	0.1
COC(=O)C1CCN(C(=O)Cc2ccc(OC)c(OC)c2)CC1	-1.0	0.3	2	1.3	5	-1.6	-1.2	1.2	-4	-2	0.0
Cc1nc2ccccc2c2oc(C(=O)NCC3COc4ccccc4O3)cc12 (stereo not given)	-2.1	-5.4	7	-3.5	-6	-0.1	-5.5	1.5	-2	-3	-0.9
OC(c1ccc(F)cc1)C(CN1CCOCC1)c1ccccc1 (stereo not given)	-1.4	0.5	-1	-0.1	10	-0.1	-2.1	-1.6	-1	2	0.9
O=C(CCN1CCN2CCCC2C1)N1c2ccccc2Sc2ccc(Cl)cc21 (stereo not given)	-0.9	0.1	-54	-0.1	3	0.8	-1.6	1.2	-3	-2	-1.1
